# GLP-1R agonist: agonists of human GLP-1 receptor; Potency, µM (titrated, usually from 45.6 µM), for the others: top-dose activation, hits mostly activators; 380,000 compounds, 0.007% hits; P43220; HEK293 GLP-1R CRE-luciferase, luminescence, 4-6 h; cells express a hypersensitive GLP-1R form; further: potency means the concentration at half of the fitted maximal effect; % of control where 0% means no effect
# Target sequence (P43220 whole entry, looked up): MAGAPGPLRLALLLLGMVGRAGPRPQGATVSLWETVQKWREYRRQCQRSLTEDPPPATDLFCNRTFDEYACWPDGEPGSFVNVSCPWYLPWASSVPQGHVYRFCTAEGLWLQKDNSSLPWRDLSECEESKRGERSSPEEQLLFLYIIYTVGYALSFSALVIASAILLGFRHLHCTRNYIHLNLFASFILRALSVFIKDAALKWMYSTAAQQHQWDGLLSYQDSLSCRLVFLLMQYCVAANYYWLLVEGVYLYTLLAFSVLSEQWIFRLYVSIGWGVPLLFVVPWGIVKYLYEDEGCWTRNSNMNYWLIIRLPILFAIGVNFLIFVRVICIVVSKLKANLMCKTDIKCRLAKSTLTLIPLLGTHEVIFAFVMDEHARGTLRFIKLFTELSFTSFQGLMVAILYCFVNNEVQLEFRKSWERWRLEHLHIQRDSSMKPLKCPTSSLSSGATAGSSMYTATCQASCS
# D3 antag: antagonists of human D3 dopamine receptor. P35462. AID 652054. max response, negative = inhibition, %. 360,000 compounds, 2.5% hits. D3R cells, DiscoveRx beta-arrestin luminescence, antagonist mode; hits give low values; in the data active means max response below about -50%; inconclusive means no clear call, values can overlap the other calls; further: on the % scale 0 is the no-effect control and ±100 the full control effect; mostly tested at two doses, the higher about 12 µM
# Target sequence (P35462 whole entry, looked up): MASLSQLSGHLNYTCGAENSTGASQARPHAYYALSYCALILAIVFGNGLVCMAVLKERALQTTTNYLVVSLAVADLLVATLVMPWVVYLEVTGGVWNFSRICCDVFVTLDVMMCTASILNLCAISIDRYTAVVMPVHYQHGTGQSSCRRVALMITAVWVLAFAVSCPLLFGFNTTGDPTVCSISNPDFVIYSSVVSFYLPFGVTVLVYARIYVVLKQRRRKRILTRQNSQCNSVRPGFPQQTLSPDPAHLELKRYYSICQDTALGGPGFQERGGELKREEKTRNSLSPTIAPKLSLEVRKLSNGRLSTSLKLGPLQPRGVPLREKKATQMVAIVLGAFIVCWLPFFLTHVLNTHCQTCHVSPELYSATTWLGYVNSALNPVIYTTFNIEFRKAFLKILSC
#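 Cells plated overnight at 1500 cells/well, then exposed to library compounds with dopamine controls for 90 minutes at 37 degrees C. DiscoveRx reagent added for 30–60 minutes at room temperature; luminescence read, quantitative HTS format.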
# KB-V1 cytotox: KB-V1 MDR subline cytotoxicity; 400,000 compounds, 3.4% hits; Potency, µM (top dose mostly 46.1 µM), inactives show at the top dose activity change, negative = cytotoxicity, usual class: cytotoxic; KB-V1 MDR cells viability, CellTiter-Glo, 72 h; further: potency means the concentration at half of the fitted maximal effect; on the % scale 0 is the no-effect control and ±100 the full control effect; nearly all actives have a fitted effect of over 60% in size
#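 Cells of the MDR subline KB-V1 are plated, dosed with compound at multiple concentrations, and incubated 72 h at 37 degrees C; CellTiter-Glo is then added and luminescence read after 10 min.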
# HT1080 IDH1KD tx: HT-1080 IDH1 knockdown cell toxicity (counter line). Potency, µM (titrated, usually from 46.1 µM), for inactives: at the top dose activity, negative = toxicity, hits mostly cytotoxic. 360,000 compounds, 2% hits. AID 686971. HT-1080 IDH1 knockdown viability, ATP luminescence, 48 h;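 further: potency means the concentration at half of the fitted maximal effect; 0% = DMSO wells and -100% = cell-free medium wells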
#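 In this qHTS, HT-1080 cells depleted of IDH1 are exposed for 48 h at 37 °C to compound titrations. Toxicity is scored from CellTiter-Glo luminescence, with DMSO as full viability and medium alone as none.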
# HT1080-NT tox: kills 2HG-producing HT-1080-NT fibrosarcoma cells; AID 686970; Potency, µM (top dose mostly 46.1 µM), inactives show at the top dose activity, negative = less viability, hits mostly cytotoxic; HT-1080-NT fibrosarcoma viability, CellTiter-Glo ATP luminescence, 48 h; 360,000 compounds, 1.6% hits;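 further: NT is the 2HG producing partner of a matched IDH1 knockdown line; potency means the concentration at half of the fitted maximal effect; 0% = DMSO-treated cells and -100% = media-only wells without cells; nearly all actives have a fitted effect of over 55% in size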
#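 750 cells/well, RPMI + 5% FBS; 2 h settle, compound pin-transfer, 48 h at 37 degrees C. CellTiter-Glo 10 min RT, luminescence. Normalized to DMSO and media-only wells.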
# IL1B secr inh: inhibitors of inflammasome signaling (IL-1 beta secretion); THP-1 LPS/ATP IL-1B secretion, AlphaLISA, 16 h; hits give low values; activity change, % at 57.5 µM; 360,000 compounds, 4.7% hits; in the data active means activity change below about -50%; inconclusive means mostly about -30% to -49%; further: on the % scale 0 is the no-effect control and ±100 the full control effect
#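 THP-1 cells pretreated 1 hr with compounds (up to 57.5 uM final), then stimulated with LPS (250 ng/mL final) plus ATP (1.25 mM final); secreted IL-1B measured by AlphaLISA after 16 hr, decreased signal indicating inhibition.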
# SW480 rereplic: inducers of DNA re-replication in SW480 colon cancer cells; SW480 DNA re-replication, Hoechst DNA content imaging, 48 h; Potency, µM (series often up to 46.1 µM), inactives show at the highest dose re-replication activation, usual class: activators; 340,000 compounds, 1.8% hits; AID 624297; further: potency means the concentration at half of the fitted maximal effect; % of control where 0% means no effect; nearly all actives have a fitted effect of over 55% in size
#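 Compounds, transferred as 23 nL by pin tool, were incubated with cells for 48 hr; DNA content per nucleus was then quantified by Hoechst staining and fluorescence plate imaging.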
# KB-3-1 cytotox: KB-3-1 parental cell cytotoxicity. KB-3-1 viability, CellTiter-Glo ATP luminescence, 72 h. Potency, µM (titrated, usually from 46.1 µM), for inactives: at the highest dose activity change, negative = cytotoxic, most hits filed as cytotoxic. 400,000 compounds, 1.4% hits; further: potency means the concentration at half of the fitted maximal effect; on the % scale 0 is the no-effect control and ±100 the full control effect; nearly all actives have a fitted effect of over 60% in size
#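 KB-3-1 cells, DMEM (no phenol red) + 10% FBS; compound by pin transfer, 72 h, 37 °C. Readout: CellTiter-Glo luminescence after 10 min. Data normalized, curve-fitted.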
# D3 ag: agonists of human D3 dopamine receptor; D3R DiscoveRx beta-arrestin cells, luminescence, 90 min; max activation, %; 410,000 compounds, 0.58% hits; in the data active means max activation above about 30%; further: 0% is about no effect; mostly tested at two doses, the higher about 12 µM
#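 Agonist mode: compounds and dopamine controls were applied to plated cells for 90 min at 37 degrees C after an overnight attachment at 1500 cells/well. Luminescent read-out followed 30 - 60 minutes at room temperature with DiscoveRx detection reagent.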
# * marks the source's active call; other numbers are inactive results; ? = inconclusive; · = no result given; [ ] = another dose, or the depositor's remark. Unless noted, the call rests on the fitted dose curve; in most records, active means well fitted curve in the direction sought with a large enough effect; inconclusive means small, poorly fitted or top-dose-only effect, or another doubt; inactive means no such curve, though single readings can be large; an effect the other way counts as inactive or inconclusive.
# Second line of a record: GLP-1R agonist	D3 antag	KB-V1 cytotox	HT1080 IDH1KD tx	HT1080-NT tox	IL1B secr inh	SW480 rereplic	KB-3-1 cytotox	D3 ag
> Cc1ccc(S(=O)(=O)N(C)C)cc1NC(=O)C(C)OC(=O)CC1CC2CCC1C2 (stereo not drawn)
    15%	0	?	-5%	-5%	-12	·	1%	-4
> COc1cc(/C=C/C(=O)OCC(=O)N2c3ccccc3NC(=O)C2(C)C)cc(OC)c1OC
    -8%	56	?	?	?	-65*	-1%	?	13
> Cc1ccc(-n2ncc3c(=O)n(CC(=O)NCc4ccco4)cnc32)cc1C
    -1%	17	?	?	?	21	?	23µM*	-3
> Cc1cc(C)cc(NC(=O)CN2C(=O)NC(C)(c3ccccc3)C2=O)c1 (stereo not drawn)
    -2%	26	10%	1%	9%	6	-2%	-2%	9
> c1ccc2oc(Cc3ccc(Cc4nc5ccccc5o4)cc3)nc2c1
    4%	30	?	-26%	-14%	-6	-19%	-27%	5
> CC(=O)Nc1ccc(S(=O)(=O)N2CCC(C(=O)NC3CC3)CC2)cc1
    -5%	9	11%	23%	1%	4	-2%	5%	-8
> O=c1cc(-c2cccc(F)c2)[nH]c2ccccc12
    0%	-18	?	1.5µM*	1.8µM*	51	1.3µM*	0.37µM*	-7
> Oc1ccc(Br)cc1-c1cc(-c2ccccc2F)[nH]n1
    -8%	-14	?	-24%	-21%	40	13%	?	2
> O=C1CCC(=O)N1c1nc2nc(-c3ccccc3)cc(-c3ccccc3)n2n1
    -1%	-13	-3%	-27%	4%	-7	-6%	8%	8
> COc1ccc(CCNC(=O)Cn2cnc3c(cnn3C(C)(C)C)c2=O)cc1OC
    14%	19	-4%	6%	5%	-5	-4%	18%	2
> COc1ccc2c(c1)c(C(C)=O)c(C)n2CCc1ccc(OC)c(OC)c1
    -4%	26	?	1%	4%	-4	-17%	6%	3
> COc1ccc2nc(C)cc(N3CCN(S(=O)(=O)c4ccccc4F)CC3)c2c1
    4%	-21	-3%	-4%	-11%	?	-8%	-10%	-4
> CC(OC(=O)[C@H](C)NC(=O)c1ccccc1Cl)C(=O)NCc1ccc2c(c1)OCO2 (stereo partly drawn)
    39%	-6	?	-11%	-1%	-11	40%	-8%	-19
> Cc1onc(-c2ccccc2Cl)c1C(=O)Nc1ccc(S(=O)(=O)N2CCCC2)cc1
    -4%	-10	0%	-6%	-13%	-16	0%	?	-9
> Cc1nnc(NC(=O)C(c2ccccc2)c2ccccc2)s1
    5%	-22	-27%	0%	-15%	-6	-2%	4%	2
> CCCn1c(SCC(=O)NC2CCCC2)nnc1-c1ccccn1
    10%	2	14%	-1%	1%	-17	1%	?	0
> Cc1cccc(C(=O)Nc2ccccc2C(=O)NCc2cccnc2)c1
    -1%	10	-12%	11%	11%	0	17%	0%	-9
> CCN(CC(=O)NCc1cccs1)C(=O)c1ccc(OC)c(S(=O)(=O)N2CCOCC2)c1
    1%	-11	2%	4%	-5%	8	-9%	4%	-3
> CCOC(=O)c1cnc2ncnn2c1N
    11%	-2	16%	14%	12%	43	-17%	-27%	0
> Cc1ccccc1N1C(=O)c2cccc([N+](=O)[O-])c2C1=O
    -1%	-2	-6%	?	22%	?	-2%	-15%	-13
> Cn1c(SCc2ccc(Br)cc2)nc2ccccc2c1=O
    18%	17	?	-25%	-27%	-1	-8%	-20%	15
> CC(=O)C1=C(O)C(=O)N(CCO)C1c1ccccc1 (stereo not drawn)
    -2%	4	2%	4%	12%	2	-9%	1%	-1
> CCn1c(SCc2nc3cc(OC)c(OC)cc3c(=O)[nH]2)nnc1-c1ccncc1
    -11%	4	4%	-1%	6%	14	-1%	1%	8
> NC(=S)NC1CCS(=O)(=O)C1 (stereo not drawn)
    1%	0	4%	-7%	0%	1	-16%	-3%	-4
> O=C(Nc1cccnc1)c1ccc(-c2ccccc2)cc1
    -3%	-6	19%	0%	-3%	-5	?	-7%	0
> CC(=O)N1N=C(c2ccc(C)cc2)OC1c1cccnc1 (stereo not drawn)
    8%	-14	-25%	?	0%	-20	5%	-3%	-9
> CN1C(=O)N(C)C2C1N(CN1CCCCC1)C(=O)N2CN1CCCCC1 (stereo not drawn)
    -6%	3	?	15%	7%	8	-5%	2%	9
> CCN1C(=O)c2ccccc2Sc2ccc(C(=O)NCCCN3CCOCC3)cc21
    2%	-7	?	7%	5%	0	21%	-2%	-8
> CCCCNC(=O)C1(C)CCCCN1Cc1ccc(-c2ccccc2)cc1 (stereo not drawn)
    3%	?	-19%	?	?	16	·	-17%	-2
> COc1ccc(C(CNS(=O)(=O)c2ccc(C)cc2)N2CCN(C)CC2)cc1 (stereo not drawn)
    1%	-2	-1%	-3%	-3%	-2	0%	-5%	-15
> O=C(CN1CCCCC1)Nc1cccc(-n2cnnn2)c1
    -4%	?	-25%	3%	3%	5	-1%	0%	-2
> O=C(COC(=O)Cc1c(F)cccc1Cl)NCc1ccc2c(c1)OCO2
    -11%	0	·	9%	8%	7	11%	·	5
> Cc1ccc(C(O)c2cccnc2)o1 (stereo not drawn)
    -7%	-25	14%	23%	-4%	15	-5%	-9%	-1
> O=C(CCN1C(=O)c2cccnc2C1=O)NC1CCCCCC1
    -9%	-2	13%	9%	16%	-1	-6%	0%	-2
> COCc1ccc([C@@H]2C[C@H]3CN(Cc4ccccc4C)C(=O)[C@]34CCCN24)o1
    13%	10	-9%	2%	3%	-16	4%	-1%	3
> O=C(CN1CCOCC1)Nc1ccc(Br)cn1
    1%	-17	-21%	-3%	17%	9	21µM*	-4%	-4
> Cc1c(C(=O)NC2CC(C)(C)NC(C)(C)C2)oc2c(Cl)cccc12
    16%	1	-3%	-21%	-10%	-14	·	-8%	-3
> O=C(Nc1cccnc1)c1cc(-c2cc(Cl)ccc2O)n[nH]1
    0%	-11	2%	-10%	-18%	-20	0%	3%	-5
> O=C(CSc1nccn(-c2ccc(F)c(F)c2)c1=O)NC1CCCC1
    -19%	-30	-12%	-3%	0%	4	-3%	?	-7
> CCCSc1ccc([C@@H]2[C@@H]3C(=O)N(CC)C(=O)[C@@H]3[C@]3(C(=O)OC)CCCCN23)cc1
    -5%	3	3%	-6%	0%	14	-5%	0%	5

# Additional results follow.
structure | GLP-1R agonist | D3 antag | KB-V1 cytotox | HT1080 IDH1KD tx | HT1080-NT tox | IL1B secr inh | SW480 rereplic | KB-3-1 cytotox | D3 ag
COc1ccc(Nc2nc(C)nc3c2nnn3Cc2ccccc2)cc1OC | 20% | 0 | ? | -13% | -14% | -11 | -1% | -6% | 2
COc1cccc(CN2CCC2(C)C(=O)Nc2ccc(C)cc2)c1F (stereo not drawn) | -5% | 21 | -9% | -18% | ? | 1 | · | 0% | 7
CC(C)CC1(C)NC(=O)NC1=O (stereo not drawn) | 1% | 17 | -17% | 19% | 25% | 8 | -3% | -5% | 3
Cc1cccc(C)c1NC(=O)c1ccc2c(c1)N(Cc1cccc(Cl)c1)C(=O)c1ccccc1S2=O (stereo not drawn) | -6% | · | -16% | · | · | · | · | -17% | -12
Cc1ccc2nc(NC(=O)C3CCN(c4ncnc5sc(C)c(C)c45)CC3)sc2c1 | 0% | 1 | · | -2% | -5% | 6 | 23% | · | 9
COc1ccc2c(c1OC)C(=O)N1C2SC(C)(C)[C@H]1C(=O)NC1CC1 (stereo partly drawn) | 7% | -17 | 12% | 6% | 7% | 22 | -3% | 0% | 20
CCCCNS(=O)(=O)/C=C/c1ccccc1 | -7% | 5 | -20% | -1% | 6% | 9 | -5% | 7% | -2
CC12CNCC(C)(CN(C(c3ccccc3)c3ccccc3)C1)C2 | -6% | -27 | 13% | ? | ? | -81* | 3% | ? | -21
Oc1ccc[n+](CCCCC[n+]2cccc(O)c2)c1 | -1% | -7 | -7% | -1% | 0% | -9 | -10% | 11% | -1
CC1(C)Cc2cccc(OCC(O)CN3CCN(c4ccccn4)CC3)c2O1 (stereo not drawn) | 9% | 0 | ? | 7%[9.24 µM] | 1% | -12 | -5% | -2% | 10

# Another view of part of the listing above:
CC(=O)N1N=C(c2ccc(C)cc2)OC1c1cccnc1 (stereo not drawn)
  GLP-1R agonist: 8%; D3 antag: -14; KB-V1 cytotox: -25%; HT1080 IDH1KD tx: ?; HT1080-NT tox: 0%; IL1B secr inh: -20; SW480 rereplic: 5%; KB-3-1 cytotox: -3%; D3 ag: -9

CN1C(=O)N(C)C2C1N(CN1CCCCC1)C(=O)N2CN1CCCCC1 (stereo not drawn)
  GLP-1R agonist: -6%; D3 antag: 3; KB-V1 cytotox: ?; HT1080 IDH1KD tx: 15%; HT1080-NT tox: 7%; IL1B secr inh: 8; SW480 rereplic: -5%; KB-3-1 cytotox: 2%; D3 ag: 9

# Molecules listed so far that have an aryl thioether with sulfur outside any ring, in the order listed:
structure | GLP-1R agonist | D3 antag | KB-V1 cytotox | HT1080 IDH1KD tx | HT1080-NT tox | IL1B secr inh | SW480 rereplic | KB-3-1 cytotox | D3 ag
CCCn1c(SCC(=O)NC2CCCC2)nnc1-c1ccccn1 | 10% | 2 | 14% | -1% | 1% | -17 | 1% | ? | 0
Cn1c(SCc2ccc(Br)cc2)nc2ccccc2c1=O | 18% | 17 | ? | -25% | -27% | -1 | -8% | -20% | 15
CCn1c(SCc2nc3cc(OC)c(OC)cc3c(=O)[nH]2)nnc1-c1ccncc1 | -11% | 4 | 4% | -1% | 6% | 14 | -1% | 1% | 8
O=C(CSc1nccn(-c2ccc(F)c(F)c2)c1=O)NC1CCCC1 | -19% | -30 | -12% | -3% | 0% | 4 | -3% | ? | -7
CCCSc1ccc([C@@H]2[C@@H]3C(=O)N(CC)C(=O)[C@@H]3[C@]3(C(=O)OC)CCCCN23)cc1 | -5% | 3 | 3% | -6% | 0% | 14 | -5% | 0% | 5
